# GPR55 LPI antagonism: GPR55 antagonists blocking LPI-driven arrestin recruitment, primary screen, imaging, U2OS, beta-arrestin-GFP, LPI agonist (AID 2013); inhibition, % at 10 µM, or IC50 in µM where a hit was titrated; 290,000 tested, 0.13% active; G-protein coupled receptor 55 (Homo sapiens); U2OS GPR55 beta-arrestin-GFP translocation imaging, LPI antagonism; higher % means a stronger effect;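 active means spots per cell inhibited over 60%, with over 100 cells counted and total cytoplasm intensity under 500,000; inconclusive means wells with under 100 cells, flagged as likely toxic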;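 further: U2OS cells stably carrying GPR55 and arrestin-GFP stimulated by 5 µM LPI near EC80; imaged beta-arrestin-GFP aggregate spots per cell after agonist stimulation; plate controls were LPI-stimulated DMSO wells for no effect and DMSO wells without LPI for full effect; some results filed as inactive read as strong as hits; confirmed hits need IC50 under 10 µM and bright autofluorescent wells are also inconclusive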
# MgcRacGAP inhibition: MgcRacGAP GTPase-activating activity inhibitors, confirmation, biochemical, ADP Hunter fluorescence; Rac GTPase-activating protein 1 (Homo sapiens); MgcRacGAP-stimulated Rac1 GTP hydrolysis, ADP Hunter fluorescence; higher % means a stronger effect; GST-tagged Rac1 F28L mutant substrate; one-dose inhibition, % at 30 µM; IC50 in µM for titrated hits; 340,000 tested, 0.6% active; AID 624330, 2012;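 active means first-screen hits whose inhibition reached a set limit at any dose in the follow-up dose series; inconclusive means inhibition above the set first-screen limit but never retested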;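 further: fluorescence reports GDP produced by GAP-driven GTP hydrolysis; strong numbers were not always called active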
# NTR1 agonist: agonists of NTR1, primary screen, imaging, U2OS cells, beta-arrestin-GFP, high content (AID 493036) | activation, % at 20 µM | NTR1-U2OS beta-arrestin-GFP spot imaging, agonist mode | Neurotensin receptor type 1 (Homo sapiens), P30989 | 330,000 tested, 0.17% active;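 active means activation at or above 40% of the spot to cytoplasm intensity ratio, with at least 20 cells analyzed; inconclusive means wells under 20 cells, flagged as cytotoxic or low count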;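 further: 0% = DMSO without peptide and 100% = 100 nM NTR1 peptide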
# Target sequence (P30989 whole entry, looked up): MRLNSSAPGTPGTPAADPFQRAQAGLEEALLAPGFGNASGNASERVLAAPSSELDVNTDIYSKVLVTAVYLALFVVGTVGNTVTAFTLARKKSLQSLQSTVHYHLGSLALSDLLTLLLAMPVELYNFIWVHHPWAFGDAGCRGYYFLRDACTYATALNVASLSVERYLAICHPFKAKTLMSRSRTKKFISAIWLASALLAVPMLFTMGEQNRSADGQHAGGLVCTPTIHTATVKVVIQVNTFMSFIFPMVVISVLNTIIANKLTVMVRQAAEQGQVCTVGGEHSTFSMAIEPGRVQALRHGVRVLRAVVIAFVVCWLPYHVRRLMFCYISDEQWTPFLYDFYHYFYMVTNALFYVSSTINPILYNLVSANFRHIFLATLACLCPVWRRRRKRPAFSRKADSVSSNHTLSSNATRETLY
# Large T inhibition: SV40 large T antigen inhibitors, biochemical (AID 1903) | one-dose inhibition, % at 20 µM; IC50 in µM for titrated hits | 310,000 tested, 0.39% active | SV40 large T antigen ATPase/helicase inhibition assay; higher % means a stronger effect; in the data active means a potency from the dose series; inconclusive means inhibition mostly from about 32% at the one dose, without a potency; inactive means the rest, 99 in 100 with inhibition below about 32%; further: strong numbers were not always called active
# NS5 inhibitors: Dengue-2 NS5 methyltransferase inhibitors, primary screen, biochemical, confirmation dose response (AID 588689); Genome polyprotein (Dengue virus type 2 (strain 16681-PDK53)); Dengue-2 NS5 methyltransferase capping enzyme assay, biochemical; higher % means a stronger effect; inhibition, % at 25 µM; hits with a dose series show IC50 in µM; 340,000 tested, 0.3% active; in the data active means a potency from the dose series; inconclusive means inhibition above about 29% without an active follow-up result
# GPR55 activation: GPR55 agonists via beta-arrestin recruitment, primary screen, imaging, U2OS cells, beta-arrestin-GFP redistribution (AID 1961); G-protein coupled receptor 55 (Homo sapiens); 290,000 tested, 0.048% active; U2OS GPR55 beta-arrestin-GFP redistribution imaging; higher % means a stronger effect; one-dose activation, % at 10 µM; EC50 in µM for titrated hits;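 active means activation above 40% with more than 50 cells counted in the well; inconclusive means wells holding fewer than 50 cells, flagged as toxic or sparse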;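 further: U2OS osteosarcoma cells stably expressing GPR55 and beta-arrestin-GFP; plate controls were DMSO negative control for no effect and LPI positive control for full effect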
# Yfh1-off respiration: enhancers of respiration in Yfh1-depleted yeast, dose response, Friedreich's ataxia, plus single-dose screen (AID 1465); S. cerevisiae Yfh1-off respiration, WST-1 reduction, 72 h; higher fold induction means a stronger effect; 220,000 tested, 0.074% active; one-dose fold induction at 50 µM; EC50 in µM for titrated hits;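 active means fold induction of absorbance versus untreated yeast above a set limit, then at least 30% activation at any dose in follow-up; inconclusive means repeats straddling the limit, or above it without dose testing; inactive means fold induction below the set limit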;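 further: activators that raise dye reduction in frataxin-depleted yeast; strong numbers were not always called active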
# GPR35 antagonists: GPR35 antagonists blocking zaprinast-driven arrestin recruitment, primary screen, imaging, U2OS, beta-arrestin-GFP, zaprinast agonist (AID 2058); U2OS GPR35 beta-arrestin-GFP translocation imaging, zaprinast antagonism; higher % means a stronger effect; G-protein coupled receptor 35 (Homo sapiens); 290,000 tested, 0.052% active; inhibition, % at 10 µM, or IC50 in µM where a hit was titrated;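 active means inhibition of at least 50% with at least 30 cells and total cytoplasm GFP at most 10,000,000; inconclusive means under 30 cells or total GFP of 10,000,000 plus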
# AID2073: inhibitors of Mint1-CaV2.2 protein interaction, biochemical, HTRF (AID 2073) | Voltage-dependent N-type calcium channel subunit alpha-1B (Homo sapiens) | HTRF protein-protein interaction, Mint1-CaV2.2; higher % means a stronger effect | inhibition, % at 20 µM; hits with a dose series show IC50 in µM | 290,000 tested, 0.19% active; in the data active means inhibition mostly above about 51%, no sharp cut-off; inconclusive means no clear call, values can overlap the other calls; inactive means mostly below about 53%; further: some results filed as inactive read as strong as hits
# NTR1 agonist cell count 20 µM: second read-out of NTR1 agonist, no call of its own (marks repeat the call); cell count; measured here: cell count, cytotoxicity flag
# NS5 inhibitors pilot replicate: second read-out of NS5 inhibitors, no call of its own (marks repeat the call); inhibition, %; measured here: pilot screen replicate inhibition
# The depositor's hits bear a star; i = inactive; ? = inconclusive; nt = no result given.
SMILES,GPR55 LPI antagonism,MgcRacGAP inhibition,NTR1 agonist,NTR1 agonist cell count 20 µM,Large T inhibition,NS5 inhibitors,GPR55 activation,Yfh1-off respiration,GPR35 antagonists,AID2073,others
Cc1ccc(S(=O)(=O)NCC(=O)NCCc2c[nH]c3ccccc23)cc1C,5.9%,7.7%,0.7,69,7.8%,-3.9%,0.0%,nt,13.5%,2.9%,
Cc1sc2nc(CN3CCN(c4ccc(O)cc4)CC3)[nH]c(=O)c2c1C,-9.7%,?,1.0,71,27.0%,-7.0%,-0.1%,i,0.7%,-73.6%,
O=C(Oc1ccc(-c2nnco2)cc1)c1ccco1,nt,6.5%,-0.6,63,4.6%,-2.2%,nt,nt,nt,nt,
O=C(COc1ccccc1[N+](=O)[O-])N/N=C/c1ccccn1,7.1%,4.0%,-3.4,48,18.4%,-2.7%,0.1%,i,-6.1%,-0.9%,
COc1cccc2sc(Nc3nnc(-c4cccs4)o3)nc12,27.0%,8.5%,1.3,75,27.7%,-2.4%,-0.1%,i,-8.6%,13.1%,
Cc1cccc(-c2c3c(=O)n(C)c(=O)n(C)c3cn2CCO)c1,21.7%,11.8%,1.1,31,12.4%,-12.8%,-0.2%,i,15.4%,0.1%,
CCOC(=O)c1nnn(CC(=O)N2N=C(c3cccc4ccccc34)CC2c2ccccc2)c1C(=O)OCC (stereo unspecified),6.3%,4.9%,18.2,86,20.4%,-2.2%,1.0%,i,-8.0%,18.6%,
Cn1c(=O)n(Cc2ccccc2)c(=O)c2c1nc1n2CCCN1Cc1ccccc1,-4.0%,8.7%,1.5,48,-5.1%,0.7%,0.0%,i,-13.8%,-1.5%,
CC1CN(C(=O)c2cccc(S(=O)(=O)N3CCN(c4ccc(F)cc4)CC3)c2)CC(C)O1 (stereo unspecified),3.8%,3.9%,-0.9,55,30.4%,-3.6%,-0.1%,nt,2.8%,-2.1%,
O=C(CCC(=O)Nc1ccccc1Cl)N/N=C/c1c[nH]c2ccccc12,11.1%,-6.8%,1.4,58,12.9%,4.5%,0.1%,i,0.3%,1.9%,
CCn1c(SCC(=O)c2ccc(Cl)cc2)nnc1C(C)C,9.9%,1.9%,-0.9,52,14.3%,5.0%,-0.2%,i,13.1%,-25.6%,
COc1ccc(-c2cc(=O)oc3cc(OCc4nn[nH]n4)ccc23)cc1,-9.5%,8.6%,1.1,46,1.9%,1.4%,-0.2%,i,1.8%,5.6%,NS5 inhibitors pilot replicate=-5.2
CC1(C)C(=O)NCCN1C(=O)CC1C(=O)NCCN1Cc1cccc(C(F)(F)F)c1 (stereo unspecified),6.6%,-1.6%,-0.6,80,7.4%,5.3%,-0.2%,nt,-7.4%,4.0%,
COc1cc(C2c3c(oc4cc(C)c(C)cc4c3=O)C(=O)N2c2cc(C)ccn2)ccc1O (stereo unspecified),2.8%,11.0%,7.1,39,-4.5%,-13.7%,-0.3%,i,-2.2%,2.0%,
CNC(=O)c1ccc(CNC(=O)OCc2ccccc2)cc1,-10.2%,3.1%,-1.3,27,5.8%,-5.5%,-0.1%,i,2.4%,4.2%,
COc1ccc(/C=C/C(=O)NC(=S)Nc2ccc(S(N)(=O)=O)cc2)cc1OC,2.1%,11.4%,9.2,62,1.5%,-9.7%,-0.2%,nt,7.3%,35.1%,
CCNC(=O)Cn1c(=O)c(=O)n(Cc2ccccc2)c2ccc(Cl)cc21,5.9%,6.4%,1.5,42,5.8%,-5.8%,0.3%,i,1.6%,5.9%,
Cc1ccc(C)c(N2N=C(C(=O)Nc3ccc(S(=O)(=O)N4CCCC4)cc3)CCC2=O)c1,4.3%,3.5%,-0.4,67,4.9%,-8.1%,0.0%,i,2.9%,13.5%,
CCOC(=O)CCC(NC(=O)CCCCCCCC(=O)NC(CCC(=O)OCC)C(=O)OCC)C(=O)OCC (stereo unspecified),5.6%,9.3%,-0.5,44,10.3%,-1.4%,-0.3%,i,16.0%,1.2%,
CCOC(=O)c1ccc(NC(=O)C(=O)NCc2ccco2)cc1,-7.4%,4.3%,-0.4,18,1.7%,-2.1%,0.5%,i,-3.9%,?,
CC(C)Cc1ccc(C(C)C(=O)Nc2ncccn2)cc1 (stereo unspecified),-10.8%,-9.6%,-0.6,45,6.1%,-5.2%,0.9%,i,-6.8%,0.8%,
COc1ccc2nc(C)cc(SCC(=O)NNC(=O)COc3ccccc3)c2c1,-3.2%,6.0%,2.5,81,4.3%,-2.5%,-0.1%,nt,7.7%,16.3%,
COc1ccc(CCNC(=O)C2CCCN(S(C)(=O)=O)C2)cc1OC (stereo unspecified),5.5%,4.3%,0.5,63,-4.8%,0.0%,-0.1%,i,-6.8%,-5.3%,
Cc1ccccc1CC1CCN(CCCNC(=O)Nc2ccccc2)CC1,8.3%,4.3%,-0.3,70,13.2%,4.6%,-0.1%,nt,-1.1%,5.0%,NS5 inhibitors pilot replicate=-5.8
O=C(Cn1c(=O)oc2cc(S(=O)(=O)N3CCCC3)ccc21)NCc1ccccn1,8.2%,4.8%,0.4,87,-4.5%,-4.2%,0.2%,i,38.9%,23.8%,
O=C(c1ccco1)N1CCc2[nH]nc(-c3ccc(Cl)cc3)c2C1,-1.3%,15.9%,1.9,54,18.6%,-9.8%,-0.1%,nt,8.3%,1.1%,
CC(=O)CCN1CCOCC1,-10.6%,4.4%,-1.2,60,13.0%,-1.7%,-0.2%,i,26.2%,-11.8%,
Cc1cccc(C(=O)OCC(=O)N(CC(C)C)c2c(N)n(Cc3ccccc3)c(=O)[nH]c2=O)c1O,nt,8.5%,0.6,52,14.4%,-5.8%,nt,nt,nt,nt,
O=C(CCCc1ccccc1)N=C1SC2CS(=O)(=O)CC2N1c1ccccc1 (stereo unspecified),7.6%,1.0%,0.5,62,6.9%,-6.2%,0.1%,nt,8.8%,-6.9%,
CCOC(=O)C1CCN(C(=O)COc2ccc(N(C)S(=O)(=O)c3ccc(OCC)cc3)cc2)CC1,3.4%,10.4%,3.1,64,6.0%,0.9%,-0.6%,i,-14.4%,-11.6%,
CC(=O)[C@H]1CC[C@H]2[C@@H]3CC=C4C[C@@H](O)CC[C@]4(C)[C@H]3CC[C@]12C,nt,1.8%,-1.7,96,-2.7%,1.4%,nt,nt,nt,nt,
CC(=O)N1CCCc2ccc(NS(=O)(=O)c3ccc(C)c(C)c3)cc21,-0.7%,3.3%,-0.9,64,4.5%,-2.3%,-0.1%,nt,-10.3%,3.0%,
Cc1ccc(NC(=O)COC(=O)CNC(=O)c2cccc([N+](=O)[O-])c2)cc1S(=O)(=O)N1CCCCCC1,-4.9%,-6.6%,3.9,75,13.9%,-0.3%,-0.2%,i,4.6%,-0.4%,
CCN(CC(=O)NC1CCS(=O)(=O)C1)S(=O)(=O)c1ccc2ccccc2c1 (stereo unspecified),-0.1%,5.6%,-1.6,63,8.6%,-1.5%,-0.2%,i,-2.1%,-2.9%,
Cn1c(CN2CCN(CC#N)CC2)c(C#N)c2ccccc21,3.8%,2.6%,-1.3,74,1.1%,-8.0%,-0.1%,i,2.8%,-0.3%,
c1ccc(Oc2cc(-n3cncn3)ncn2)cc1,3.0%,5.5%,-1.0,63,5.9%,-2.0%,0.3%,i,-4.7%,3.8%,

# Pulled one by one from above, three records:
SMILES,GPR55 LPI antagonism,MgcRacGAP inhibition,NTR1 agonist,NTR1 agonist cell count 20 µM,Large T inhibition,NS5 inhibitors,GPR55 activation,Yfh1-off respiration,GPR35 antagonists,AID2073,others
c1ccc(Oc2cc(-n3cncn3)ncn2)cc1,3.0%,5.5%,-1.0,63,5.9%,-2.0%,0.3%,i,-4.7%,3.8%,
CNC(=O)c1ccc(CNC(=O)OCc2ccccc2)cc1,-10.2%,3.1%,-1.3,27,5.8%,-5.5%,-0.1%,i,2.4%,4.2%,
CCNC(=O)Cn1c(=O)c(=O)n(Cc2ccccc2)c2ccc(Cl)cc21,5.9%,6.4%,1.5,42,5.8%,-5.8%,0.3%,i,1.6%,5.9%,

# (continued)
SMILES,GPR55 LPI antagonism,MgcRacGAP inhibition,NTR1 agonist,NTR1 agonist cell count 20 µM,Large T inhibition,NS5 inhibitors,GPR55 activation,Yfh1-off respiration,GPR35 antagonists,AID2073,others
COc1ccccc1CNC(=O)C1CCC(=O)N1C(C)C (stereo unspecified),4.4%,6.9%,-0.9,122,-8.2%,0.0%,-0.3%,nt,6.8%,4.3%,
COc1ccc(CNC(=O)c2cc(C)nn2-c2ccccc2)cc1,8.4%,14.7%,0.6,60,13.3%,-2.9%,-0.1%,i,-2.4%,-7.6%,
O=C(O)c1ccc(CSc2nnnn2-c2ccc(F)cc2)cc1,-0.6%,2.9%,0.0,89,-3.9%,-5.9%,0.0%,nt,-9.8%,17.3%,
CCOC(=O)C1=NN(C(=O)c2ccccc2)C(O)(c2ccc(C)cc2)C1 (stereo unspecified),-3.7%,6.3%,-2.3,67,16.0%,-23.8%,-0.2%,i,-6.1%,4.0%,
CCOc1ccccc1CNC(=O)C1Cc2cc(S(=O)(=O)N3CCCCC3)ccc2N1C(C)=O (stereo unspecified),13.3%,10.1%,0.0,63,6.9%,0.0%,0.0%,nt,1.5%,3.5%,
COc1cc(/C=C2/C(=N)N3C(=NC2=O)SN=C3S(C)(=O)=O)ccc1OS(=O)(=O)c1ccccc1,-0.5%,nt,-0.3,70,?,nt,-0.1%,nt,-2.6%,12.3%,
CCOC(=O)c1ccc(N(C(=O)c2cnccn2)C(C(=O)NC2CCCCC2)c2cn(C)nc2C)cc1 (stereo unspecified),-16.2%,8.7%,1.8,62,-1.6%,-1.6%,0.2%,i,5.5%,9.6%,
CCCCSc1nnc([C@H](CC(C)C)NC(=O)OC(C)(C)C)o1,18.6%,6.5%,5.1,79,8.2%,-13.6%,-0.1%,i,9.8%,9.4%,

# Screening data: PubChem BioAssay, several laboratories
